Screening data deposited in PubChem by National Center for Advancing Translational Sciences (NCATS).
CRE-bla Fsk: alters forskolin-stimulated CRE reporter signaling in CHO cells | Potency, µM (highest dose often 38.2 µM), without a hit: at the top dose activity change, negative = inhibition, hits mostly activators | 71,000 tested, 2.5% active | CHO CRE-bla reporter (cAMP response element driving beta-lactamase), forskolin EC10, beta-lactamase ratio; active means well fitted activation curve with a large enough effect in the signal ratio, with a control signal flat, not every such curve was filed as active; inconclusive means small, poorly fitted or top-dose-only effect, or effect the other way, or a change in a side signal; the % refers to the signal ratio; further: potency means the concentration at half of the fitted maximal effect; % of control where 0% means no effect
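qHTS titration format; CRE-bla CHO reporter; stimulus EC10 NKH 477, a water-soluble forskolin. Read: CCF4 460/530 nm ratio. Potency expressed as AC50 for activators or inhibitors.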
BRCT inh green: inhibitors of human BRCA1 BRCT-phosphoprotein interaction (green fluorophore); P38398; BRCA1 BRCT-phosphopeptide binding, green fluorescence polarization; Potency, µM (highest dose often 76.9 µM), for inactives: at the top dose activity change, negative = inhibition, hits mostly inhibitors; 75,000 tested, 0.05% active; AID 875;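 further: potency means the concentration at half of the fitted maximal effect; plate controls were peptide without protein for full effect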
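Fluorescence polarization: His-tagged BRCT (~35 kDa BRCA1 C-terminus, 250 nM) bound to 100 nM fluorescein-labeled phosphorylated 10-aa BACH1 peptide, pH 7.3 phosphate buffer with DTT and Tween 20. Compounds incubated 12 min at room temperature; inhibition read as lowered polarization.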
ALOX15 inhib: blocks human 15-lipoxygenase activity; 74,000 tested, 1.4% active; P16050; purified 15hLO-1, xylenol orange hydroperoxide absorbance; Potency, µM (series often up to 57.1 µM), for inactives: top-dose activity change, negative = inhibition, usual class: inhibitors; further: potency means the concentration at half of the fitted maximal effect; on the % scale 0 is the no-effect control and ±100 the full control effect; nearly all actives have a fitted effect of over 55% in size
Target sequence (P16050 whole entry, looked up): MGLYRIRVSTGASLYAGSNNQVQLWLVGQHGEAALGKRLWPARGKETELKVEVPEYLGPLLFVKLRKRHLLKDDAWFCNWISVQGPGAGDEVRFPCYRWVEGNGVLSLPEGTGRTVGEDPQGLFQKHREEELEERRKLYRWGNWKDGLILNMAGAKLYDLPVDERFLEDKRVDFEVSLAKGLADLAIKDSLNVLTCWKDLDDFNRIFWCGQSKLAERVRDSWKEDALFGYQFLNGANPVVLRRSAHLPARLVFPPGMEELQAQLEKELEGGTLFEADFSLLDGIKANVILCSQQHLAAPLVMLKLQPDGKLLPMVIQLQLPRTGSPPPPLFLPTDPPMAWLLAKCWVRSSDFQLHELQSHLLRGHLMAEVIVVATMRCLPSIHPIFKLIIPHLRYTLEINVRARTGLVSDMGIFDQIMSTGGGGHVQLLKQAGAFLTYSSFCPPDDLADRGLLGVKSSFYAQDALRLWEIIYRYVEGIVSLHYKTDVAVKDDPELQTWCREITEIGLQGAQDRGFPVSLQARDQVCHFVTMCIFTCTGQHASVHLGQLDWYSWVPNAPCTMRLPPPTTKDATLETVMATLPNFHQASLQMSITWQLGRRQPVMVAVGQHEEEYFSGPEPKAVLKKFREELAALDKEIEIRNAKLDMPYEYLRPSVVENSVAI
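Inhibition is scored from a chromogenic endpoint. After 15 min enzyme-compound contact, arachidonic acid (50 uM final) reacts 6 min with 40 nM 15hLO-1 at room temperature, then Fe-XO reagent is added for 30 min and absorbance ratio recorded.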
BRCT inh red: disrupts BRCA1 BRCT binding to phosphoprotein, red fluorophore readout; P38398; BRCT-phosphopeptide binding, red fluorescence polarization; Potency, µM (series often up to 76.9 µM), for inactives: at the top dose activity change, negative = inhibition, most hits filed as inhibitors; 75,000 tested, 0.03% active; AID 892; further: on the % scale 0 is the no-effect control and ±100 the full control effect
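Rhodamine-labelled pBACH1 10-mer (100 nM) bound to BRCT domain (100 nM) at pH 7.3; compounds incubated 12 min room temperature, polarization read. Free peptide defines full inhibition; unlabelled decapeptide titrated as control.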
Hsp90 Hop PPI: changes Hsp90-Hop TPR2A binding signal, up or down; 71,000 tested, 0.44% active; Potency, µM (titrated, usually from 57 µM), for inactives: at the top dose activity change, negative = inhibition; AlphaScreen TPR2A-His6 binding biotin-Hsp90 C-terminal peptide; AID 595; active means well fitted curve in either direction with a large enough effect; inconclusive means small, poorly fitted or top-dose-only effect, or another doubt; further: potency means the concentration at half of the fitted maximal effect; on the % scale 0 is the no-effect control and ±100 the full control effect; many of its hits are not listed in these tables
UbGFP stabilizer: proteasome inhibitors stabilizing ubiquitin-GFP reporter | Potency, µM (titrated, usually from 45.9 µM), for the others: top-dose activation (GFP accumulation), hits mostly activators | 67,000 tested, under 10 active | Ubiquitin-GFP reporter cells, proteasome inhibition, GFP fluorescence; response scale: untreated = 0%, 10 µM MG-132 = 100% | AID 526; active means well fitted activation curve with a large enough effect, not every such curve was filed as active; inconclusive means small, poorly fitted or top-dose-only effect, or another doubt; inactive means no such curve, though single readings can be large or run the other way; further: potency means the concentration at half of the fitted maximal effect
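Reporter cells (U2OS, ubiquitin-G76V-GFP fusion) are plated overnight, then treated 4 hr at 37 °C with compound titrations from 46 uM down to 2.9 nM. Activity is scaled against untreated cells and 10 uM MG-132.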
HBB splicing: alters splicing of the hemoglobin beta chain; Potency, µM (titrated, usually from 46.1 µM), for inactives: top-dose activation, usual class: activators; AID 925; HBB splicing reporter cell assay, activation; EGFP reporter with mutant IVS2-654 intron; response scale: normalised to 500 nM splice-correcting PNA; 65,000 tested, 0.06% active; further: potency means the concentration at half of the fitted maximal effect; 0% is about no effect
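Compounds were applied for 2 days to HeLa EGFP-654 cells, 500/well in Optimem with 2% FCS. The reporter's EGFP is disrupted by mis-splicing of beta-globin intron IVS2-654. Readout: summed well GFP fluorescence from 488 nm laser scanning; reference was 500 nM antisense […] 654 PNA.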
GFP derepression: epigenetic GFP locus derepression in mouse cells. mouse C127i GFP locus derepression, cytometry, 30 h. Potency, µM (doses to about 46.1 µM), inactives show at the top dose GFP derepression (activation). 68,000 tested, 0.09% active; further: % of control where 0% means no effect
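Murine C127i mammary cells carrying a silenced, stably integrated CMV-driven GFP reporter were treated with compound for 30 hours at 37 C. After PBS washes, GFP-positive cells were counted by laser-scanning microplate cytometry.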
A350 autofl: compounds fluorescent in Alexa 350 spectral region. Compound autofluorescence, 340/450 nm, Alexa 350 dye-equivalents; active compounds read high. max dye-equivalent concentration, M. 59,000 tested, 11% active. AID 590; in the data active means max dye-equivalent concentration above about 10 nM; inconclusive means mostly about 1.1 nM to 9.6 nM
DNA Pol III inh: inhibitors of bacterial DNA polymerase III holoenzyme | Potency, µM (series often up to 57.1 µM), without a hit: at the highest dose activity change, negative = inhibition | 71,000 tested, 0.25% active | reconstituted DNA polymerase III holoenzyme replication, biochemical; further: potency means the concentration at half of the fitted maximal effect; on the % scale 0 is the no-effect control and ±100 the full control effect
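Reconstituted *E. coli* holoenzyme (0.35 nM Pol III, 1 nM beta, 154 nM SSB, 2 nM primase) was preincubated with compound for 15 min at RT. Synthesis on 1.4 nM ssM13Gori ran 35 min, then was stopped with PicoGreen/EDTA and read as dsDNA fluorescence.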
4-MU autofl: compounds fluorescent in 4-MU spectral region | compound autofluorescence, 340/450 nm, 4-MU equivalents; active compounds read high | max dye-equivalent concentration, M | 59,000 tested, 11% active; in the data active means max dye-equivalent concentration above about 10 nM; inconclusive means mostly about 1.1 nM to 9.6 nM
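Compounds in 100 mM Tris, pH 8.0, sat 15 min at room temperature before fluorescence was read at 340 nm excitation/450 nm emission; a per-plate six-point 4-MU standard curve converted signals to dye-equivalent concentration at each compound concentration.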
Active calls of the source: *; i = inactive; ? = inconclusive; nt = no result given; [ ] = dose if it differs, or a comment. Unless noted, the call rests on the fitted dose curve; in most records, active means well fitted curve in the direction sought with a large enough effect; inconclusive means small, poorly fitted or top-dose-only effect, or another doubt; inactive means no such curve, though single readings can be large; an effect the other way counts as inactive or inconclusive.

SMILES	CRE-bla Fsk	BRCT inh green	ALOX15 inhib	BRCT inh red	Hsp90 Hop PPI	UbGFP stabilizer	HBB splicing	GFP derepression	A350 autofl	DNA Pol III inh	4-MU autofl
COc1ccc(C(=O)O)cc1Nc1cc(C)nc2ncnn12	-5%	0.3%	7%	-2.3%	-4%	4%	-0.7%	nt	nt	-2%	nt
O=C(Nc1nccs1)C1C2/C=C\CCCCC21 (configuration not stated)	10%	0.1%	-8%	0.5%	-2%	-8%	-0.5%	-3%	i	0%	i
CCn1c(=O)c(-[n+]2ccccc2)c(O)c2ccccc21	-3%	-0.8%	-6%	-0.1%	-3%	-4%	-2.3%[0.369 µM]	0%	?	-8%	i
Cc1nnc(Oc2ccccc2)c2ccccc12	?	-0.6%	4%	0.4%	2%	11%	3.1%[1.84 µM]	2%	?	2%	1.5e-08M*
CCS(=O)(=O)N1CCCC(C(=O)NC2CCCC2)C1 (configuration not stated)	9%	-1.2%	-7%	-1.3%	-2%	-14%	-0.6%	-1%	i	-2%	i
C=CCN=C1CC(C)(C)CC(=O)/C1=C(/O)CCC(=O)OC	?	-1.5%	9%	1.1%	0%	9%	-1.4%	1%	i	-4%	i
NC(=O)Cn1c(=O)n(CCCC(=O)NC2CCN(Cc3ccccc3)CC2)c(=O)c2ccccc21	-2%	-0.4%	5%	-2.2%	1%	-1%	-0.2%	0%	i	0%	i
CCN1CCN(C(=O)CN(C)S(=O)(=O)c2ccc(OC)cc2)CC1	-7%	-0.1%	7%	-0.1%	-3%	9%	0.1%	-3%	i	-4%	i
Cc1ccc(N)cc1[N+](=O)[O-]	-16%	1.4%	-9%	-1.8%	-12%	nt	-1.2%	nt	nt	1%	nt
CCCCN(C)C(=O)CCC(=O)Nc1ccc2nc(N3CCOCC3)cc(C)c2c1	?	-1.4%	5%	-1.0%	3%	-7%	-0.7%	3%	1.3e-06M*	-6%	1.5e-06M*
CC(C)Cc1nc2oc3c(NCC4CCCO4)ncnc3c2c2c1CCC2 (configuration not stated)	?	0.8%	-3%	-0.4%	-4%	nt	2.3%[0.369 µM]	2%	i	-4%	i
O=C(COc1ccc2ccc(=O)oc2c1)Nc1ccc2c(c1)OCCO2	-1%	-1.7%	-4%	-5.7%	-3%	-5%	-1.7%	0%	1.8e-07M*	-4%	1.8e-07M*
Cc1nn(Cc2ccccc2)c(C)c1C(=O)Nc1ccc(N2CCOCC2)cc1	-1%	-0.9%	7%	-0.5%	-4%	-1%	0.0%[57.5 µM]	1%	i	-5%	i
COCCCN=C(c1ccco1)n1c(=S)nc(-c2ccco2)n(CCCOC)c1=S	?	-1.9%	?	-1.6%	-4%	2%	0.0%[57.5 µM]	0%	i	-7%	i
CCc1ccccc1NC(=O)c1onc(C)c1Cl	-2%	-1.6%	-19%	-0.8%	4%	3%	-0.3%	-1%	nt	1%	nt
O=C(Nc1ncc2c(n1)CC(c1ccccc1)CC2=O)c1ccco1 (configuration not stated)	1%	-4.9%	3%	-0.9%	-3%	0%	1.1%[0.369 µM]	2%	?	0%	i
Cc1cc(NC(=O)COC(=O)C2CCN(S(=O)(=O)c3ccc(Cl)cc3)CC2)no1	?	-3.1%	2%	-0.6%	-16%	-2%	-1.7%	1%	i	3%	i
Cc1ccccc1C(NC(N)=O)c1ccccc1 (configuration not stated)	-1%	-2.0%	-1%	0.4%	-3%	-3%	0.1%	-3%	i	-1%	i
COc1ccc(N2CCN(C(=O)c3ccc4c(c3)OCO4)CC2)cc1	2%	0.5%	-10%	-0.7%	-3%	15%	0.5%[9.22 µM]	2%	nt	-8%	nt
O=C(Cn1c(NCCCO)nc2ccccc21)c1cccs1	-11%	-2.7%	-1%	-0.5%	-3%[2.3 µM]	0%	-0.2%	nt	nt	-2%	nt

Some values from the results shown:
Result of C=CCN=C1CC(C)(C)CC(=O)/C1=C(/O)CCC(=O)OC under ALOX15 inhib: 9%
Result of Cc1ccc(N)cc1[N+](=O)[O-] under HBB splicing: -1.2%
Result of O=C(Cn1c(NCCCO)nc2ccccc21)c1cccs1 under Hsp90 Hop PPI: -3%[2.3 µM]
Result of CCn1c(=O)c(-[n+]2ccccc2)c(O)c2ccccc21 under UbGFP stabilizer: -4%
Result of O=C(Nc1nccs1)C1C2/C=C\CCCCC21 (configuration not stated) under CRE-bla Fsk: 10%

Continuation:
SMILES	CRE-bla Fsk	BRCT inh green	ALOX15 inhib	BRCT inh red	Hsp90 Hop PPI	UbGFP stabilizer	HBB splicing	GFP derepression	A350 autofl	DNA Pol III inh	4-MU autofl
O=C(CSc1nc2cccnc2n1Cc1ccccc1)NCc1ccco1	-12%	3.5%	-21%	-4.3%	-5%	-1%	nt	0%	i	-4%	i
Oc1ccc(-c2onc(C(F)(F)F)c2-c2cscn2)c(O)c1	1%	-1.5%	3%	0.2%	1%	1%	-0.1%[57.5 µM]	0%	i	-4%	i
OC[C@@H]1O[C@@H](n2cnc3c(N[C@@H]4C[C@@H]5CC[C@H]4C5)ncnc32)[C@@H](O)[C@H]1O	-7%	-2.9%	12%	-1.5%	-1%	-3%	-0.6%	2%	i	-6%	i
CCN(CC)c1nc2ccccc2n2cnnc12	13µM*	2.7%	?	-2.1%	-2%	1%	1.1%	-2%	i	-2%	i
Cc1ccc(S(=O)(=O)NCc2nc3ccccc3c(=O)n2N)cc1	6%	-1.0%	-4%	1.2%	0%	-4%	-1.1%	2%	i	-2%	i
Cc1noc(/C=C/N(C)C)c1S(=O)(=O)N1CCCC(C(=O)NCCC2=CCCCC2)C1 (configuration not stated)	1%	-1.3%	-8%	1.4%	-7%	4%	0.2%	0%	nt	-1%	nt
Cc1cc(C)n(C(=O)c2cccc(S(=O)(=O)N3CCOCC3)c2)n1	?	-1.9%	-5%	-1.1%	-4%	4%	0.1%	-3%	i	-1%	i
CCCCNC(=O)C1C2C=CC3(CN(Cc4ccc(C)cc4)C(=O)C13)O2 (configuration not stated)	-4%	-1.7%	18%	0.7%	0%	-7%	-0.9%	0%	i	-4%	i
COc1cccc(Cn2c(=O)c(-c3cc(F)cc(F)c3)nc3cnc(OC)nc32)c1	?	-3.2%	-4%	-0.7%	-2%	3%	2.9%	0%[9.22 µM]	i	-8%	i
CCCSC1=C(C#N)C(c2ccccc2OCC)CC(=O)N1 (configuration not stated)	-4%	0.3%	1%	1.2%	0%	3%	0.1%[57.5 µM]	0%	i	-12%	i
O=c1cc(-c2ccccc2)[nH]c2nc3ccccc3n12	2%	-2.6%	-4%	-0.9%	-2%	-1%	-0.4%[57.5 µM]	2%	3.7e-07M*	-4%	4.1e-07M*
Cc1cc(C)c(NC(=O)Cn2cc3c(n2)CCCC3)c(C)c1	5%	-1.6%	5%	-0.2%	-1%	-6%	0.3%	3%	nt	2%	nt
COCCNC(=O)C(c1ccccc1)N(CCOC)C(=O)Cn1nnc2ccccc21 (configuration not stated)	-1%	1.0%	0%	1.6%	-2%	-2%	-0.8%	-2%	i	-2%	i
c1ccc(-c2nn3c(Cn4nnc5ccccc54)nnc3s2)nc1	?	-4.6%	?	-6.4%	?	6%	-5.1%[57.5 µM]	2%	i	-11%	i
CCOC(=O)CSc1nnc(-c2cccnc2)n1Cc1ccccc1	-2%	-0.2%	6%	-0.5%	?	-1%	0.2%	3%	i	-6%	i
CS(=O)(=O)N1CCC2(CC1)CN(c1ccc(-c3ccccc3)cc1)C2	3%	-4.4%	-24%	0.2%	-2%	1%	1.9%	0%[9.22 µM]	i	-3%	i
COc1ccc(CNc2nc(-c3ccc4c(c3)OCO4)nc3ccccc23)c(OC)c1	?	-0.5%	-9%	-0.3%	5%	-2%	-1.4%	3%[9.22 µM]	i	14%	i

Some entries already given with just A350 autofl and Hsp90 Hop PPI:
SMILES	A350 autofl	Hsp90 Hop PPI
COCCNC(=O)C(c1ccccc1)N(CCOC)C(=O)Cn1nnc2ccccc21 (configuration not stated)	i	-2%
c1ccc(-c2nn3c(Cn4nnc5ccccc54)nnc3s2)nc1	i	?
CCOC(=O)CSc1nnc(-c2cccnc2)n1Cc1ccccc1	i	?
